Source: PubChem (National Center for Advancing Translational Sciences (NCATS))
KB-V1 cytotox – KB-V1 MDR subline cytotoxicity; 3.4% of 400,000 active; AID 1347076; KB-V1 MDR cells viability, CellTiter-Glo, 72 h; Potency, µM (highest dose often 46.1 µM), for the others: at the top dose activity change, negative = cytotoxicity, usual class: cytotoxic; also: % is scaled to controls: 0 for no effect and ±100 for the full control effect; nearly all actives have a fitted effect of over 60% in size
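qHTS viability screen in drug-selected KB-V1 MDR cells: 72 h compound treatment at 37 degrees C, ATP luminescence end point.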
KB-3-1 tox – KB-3-1 parental cell cytotoxicity. KB-3-1 viability, CellTiter-Glo ATP luminescence, 72 h. Potency, µM (highest dose often 46.1 µM), for the others: at the highest dose activity change, negative = cytotoxic, most hits filed as cytotoxic. 1.4% of 400,000 active. AID 1347075; also: % is scaled to controls: 0 for no effect and ±100 for the full control effect; nearly all actives have a fitted effect of over 60% in size
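Luminescent ATP read-out (CellTiter-Glo) measures survival of drug-naive KB-3-1 cells after 72 h compound exposure at 37 °C. Titration series was screened from lowest to highest concentration, with DMSO vehicle plates as background controls.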
HEK293 tox – cytotoxic in the GLP-1 receptor inverse agonist counter-screen. HEK293 cAMP-luciferase reporter cells, luminescence, 24 h. Potency, µM (series often up to 38.3 µM), for the others: at the highest dose activity change, negative = inhibition, hits mostly inhibitors. 0.13% of 410,000 active. AID 624418;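 also: loss of luciferase light is scored as toxicity; % is scaled to controls: 0 for no effect and ±100 for the full control effect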
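Cells in DMEM/10% Nu serum/1% pen-strep, 1536-well format. Pre-incubated 12 h, dosed with 23 nL compound, incubated a further 24 h. Luciferase detection, 12 min at room temp, luminescence.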
GLP1R inv ag – inverse agonists of human GLP-1 receptor. P43220. HEK293 GLP-1R CRE-luciferase, luminescence, 24 h; GLP-1R form is constitutively active. Potency, µM (top dose mostly 38.3 µM), for the others: at the highest dose activity change, negative = inhibition, usual class: inhibitors. 1.6% of 410,000 active. AID 624417; also: % is scaled to controls: 0 for no effect and ±100 for the full control effect; nearly all actives have a fitted effect of over 55% in size
Target sequence (P43220 whole entry, looked up): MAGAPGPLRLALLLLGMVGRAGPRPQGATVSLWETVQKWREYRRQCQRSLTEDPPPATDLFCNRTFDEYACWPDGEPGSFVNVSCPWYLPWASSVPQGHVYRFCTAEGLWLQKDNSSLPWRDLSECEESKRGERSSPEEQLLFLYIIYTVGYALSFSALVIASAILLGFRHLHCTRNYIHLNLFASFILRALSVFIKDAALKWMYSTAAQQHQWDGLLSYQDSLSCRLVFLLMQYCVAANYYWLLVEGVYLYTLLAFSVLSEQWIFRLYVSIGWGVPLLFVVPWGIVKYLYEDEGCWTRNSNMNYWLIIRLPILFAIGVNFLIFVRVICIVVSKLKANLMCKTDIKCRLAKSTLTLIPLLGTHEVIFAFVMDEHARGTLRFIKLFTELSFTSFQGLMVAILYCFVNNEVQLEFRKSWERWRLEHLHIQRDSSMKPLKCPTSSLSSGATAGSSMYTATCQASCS
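Readout was luciferase luminescence, measured 12 min after detection reagent at room temperature. Beforehand, GLP-1R reporter HEK293 cells had sat 12 h, then received compounds for 24 hr at 37 deg C.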
GLP-1R agonist – agonists of human GLP-1 receptor. P43220. HEK293 GLP-1R CRE-luciferase, luminescence, 4-6 h; cells express a hypersensitive GLP-1R form. Potency, µM (series often up to 45.6 µM), without a hit: at the top dose activation, hits mostly activators. 0.007% of 380,000 active; also: % of control where 0% means no effect
SW480 rereplic – induces DNA re-replication in SW480 colon adenocarcinoma cells | SW480 DNA re-replication, Hoechst DNA content imaging, 48 h | Potency, µM (doses to about 46.1 µM), for inactives: top-dose re-replication activation, usual class: activators | 1.8% of 340,000 active; also: % of control where 0% means no effect; nearly all actives have a fitted effect of over 55% in size
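Hoechst fluorescence of nuclei (405 nm excitation, 500-530 nm emission) measured by plate-scanning imager after 48 hr compound exposure at 37 C; re-replication scored as increased number of nuclei with elevated intensity.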
HT1080-NT tox – kills 2HG-producing HT-1080-NT fibrosarcoma cells; HT-1080-NT fibrosarcoma viability, CellTiter-Glo ATP luminescence, 48 h; Potency, µM (top dose mostly 46.1 µM), without a hit: at the top dose activity, negative = less viability, usual class: cytotoxic; 1.6% of 360,000 active;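 also: NT is the 2HG producing partner of a matched IDH1 knockdown line; 0% = DMSO-treated cells and -100% = media-only wells without cells; nearly all actives have a fitted effect of over 55% in size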
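750 cells/well, RPMI + 5% FBS; 2 h settle, compound pin-transfer, 48 h at 37 degrees C. CellTiter-Glo 10 min RT, luminescence. Normalized to DMSO and media-only wells.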
TDP-43 yeast inh – TDP-43 toxicity inhibition in yeast; TDP-43 expressing yeast growth rescue, BacTiter-Glo, 24 h; Potency, µM (titrated, usually from 46.1 µM), without a hit: at the top dose growth rescue (activation), hits mostly activators; 1.8% of 410,000 active; also: % of control where 0% means no effect; nearly all actives have a fitted effect of over 50% in size
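Yeast expressing TDP-43 (pregrown in raffinose, seeded at OD600=0.02 in galactose medium) exposed to compounds 24 hr at 30 deg C. Growth read by BacTiter-Glo luminescence; rescue of toxicity appears as increased signal.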
HT1080 IDH1KD tx – HT-1080 IDH1 knockdown cell toxicity (counter line); AID 686971; Potency, µM (doses to about 46.1 µM), for the others: at the top dose activity, negative = toxicity, usual class: cytotoxic; 2% of 360,000 active; HT-1080 IDH1 knockdown viability, ATP luminescence, 48 h;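 also: 0% = DMSO wells and -100% = cell-free medium wells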
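In this qHTS, HT-1080 cells depleted of IDH1 are exposed for 48 h at 37 °C to compound titrations. Toxicity is scored from CellTiter-Glo luminescence, with DMSO as full viability and medium alone as none.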
The depositor's hits bear a star; u = inconclusive; x = not tested or not shown; [ ] = another dose, or the depositor's remark. Calls follow the shape of the dose curve; as a rule, active = well fitted curve in the direction sought with a large enough effect; inconclusive = small, poorly fitted or top-dose-only effect, or another doubt; inactive = no such curve, though single readings can be large; an effect the other way counts as inactive or inconclusive. Potency is read from the fitted curve at half-maximal effect.

canonical_smiles | KB-V1 cytotox | KB-3-1 tox | HEK293 tox | GLP1R inv ag | GLP-1R agonist | SW480 rereplic | HT1080-NT tox | TDP-43 yeast inh | HT1080 IDH1KD tx
COc1cccc(Nc2nc(-c3ccc4c(c3)OCCO4)cs2)c1 | -8% | -17% | 19% | u | -3% | u | u | 17% | u
O=C1N=c2ccccc2=C1c1c(O)n(-c2cccc(F)c2)[nH]c1=O | 6% | -6% | 9% | u | -6% | -3% | 0% | u | -1%
O=S(=O)(NC1CCCCC1N1CCN(c2ccc(F)cc2)CC1)c1ccc(Cl)cc1 (stereo not drawn) | u | -11% | 11% | u | 3% | -1% | -12% | 3% | -4%
Cc1cc(=O)oc2cc(OCC(=O)N(C)C3CCS(=O)(=O)C3)c(Cl)cc12 (stereo not drawn) | 14% | -4% | -9% | 9% | -1% | 6% | -3% | -11% | 13%
CS(=O)(=O)Nc1ccc(-c2cccc3nccn23)cc1 | -4% | 0% | 0% | 18% | 13% | x | 9% | 28% | -1%
CS(=O)(=O)N(CC(=O)Nc1ccc(Br)cc1)C1CCCCC1 | u | 23µM* | -5% | u | 7% | 20% | u | -12% | u
CN(C)CCc1cc2c(c3c1ccc1ccccc13)OCO2 | -10% | u | u | u | -7% | u | u | -23% | u
CCOC(=O)[C@@H]1CSCCS(=O)(=O)N1 | -20% | -6% | 0% | 7% | -2% | -2% | 14% | 15% | 5%
COc1ccc(-c2nnc(SCC(=O)Nc3ccc(F)cc3)s2)cc1 | 4% | -2% | 0% | 7% | x | x | x | 9% | x
Cc1ccc(-n2c(SCC(=O)OC(C)C)nnc2-c2cnccn2)cc1 | -2% | 2% | 3% | 2% | 13% | -7% | 2% | -2% | 15%
COC(=O)c1cccc(Nc2nn3c(=O)c4cc5c(cc4nc3s2)OCO5)c1 | 2% | 1% | -8% | 0% | x | x | x | 0% | x
COc1ccccc1/C=C/c1nc2ccc(OC(C)=O)cc2c(=O)o1 | u | 0% | 10% | 3% | -16% | 0%[9.22 µM] | 5% | 4% | 17%
CCOc1ccc(CCNC(=O)CN2CCN(Cc3ccc(F)cc3)C2=O)cc1OCC | -6% | 10% | -11% | -13% | 15% | -5% | 0% | 6% | -3%
C=CCN(c1ccccc1)S(=O)(=O)c1cc(C(=O)NC2=NCCS2)ccc1Cl | -17% | 1% | -7% | u | -6% | -105%[inhibitor] | -13% | -14% | -12%
Cc1nc2ccc(S(=O)(=O)NC(C(=O)NCc3cccs3)C(C)C)cc2s1 (stereo not drawn) | 42% | -1% | 3% | -7% | -2% | 3% | 7% | 6% | 2%
CCOC(=O)N1CCC(NS(=O)(=O)c2cc(Br)cc3c2N(C(=O)CC)CC3)CC1 | -7% | 0% | 4% | 4% | -9% | 7% | 10% | 8% | -9%
COc1cc(NC(=O)c2ccc(CNc3c(N4CCOCC4)c(=O)c3=O)cc2)cc(OC)c1 | -7% | -10% | -7% | 11% | 4% | -22% | -13% | 20% | 3%
O=C1c2ccccc2S(=O)(=O)c2cc(C(=O)N(c3ccccn3)c3ccccn3)ccc21 | 15µM* | -4% | -3% | 90%[activator] | u | 5% | 8% | 9% | 1%
COc1ccc(C(=O)NCc2nnc(SCC(=O)c3ccccc3)n2C)cc1 | -2% | 11% | -2% | 32%[activator] | 2% | -7% | 0% | 22%[9.22 µM] | 10%
O=C(NCc1cccs1)C(=O)NCC1OCCCN1S(=O)(=O)c1ccc(F)cc1 (stereo not drawn) | 6% | 12% | -4% | 16% | -1% | -1% | 17% | 16% | 6%
Cc1cc(C)n(-c2nc3ccccc3[nH]c2=O)n1 | -1% | -4% | 16% | 18% | 24% | 18% | -3% | -13% | 2%
CCOC(=O)c1cccc(NS(=O)(=O)Cc2ccccc2)c1 | -8% | 15% | -18% | -9% | -2% | -2% | -4% | u | 4%
CCCNC(=O)Nc1ccccc1SC | u | -6% | -6% | 3% | 0% | -50%[inhibitor] | 4% | 5% | -1%
O=C(CSc1nncn1-c1ccccc1)Nc1ccccc1 | -20% | 2% | -2% | 4% | 14% | -7% | 20% | -6% | 5%
COc1ccc(C2CC(C(F)(F)F)n3ncc(C(=O)Nc4cccc(O)c4)c3N2)cc1OC (stereo not drawn) | 15% | 5% | -8% | 190%[activator] | 22% | -4% | 5% | -4% | -2%
O=C(CSc1nc2c(sc3ccccc32)c(=O)n1CCCN1CCOCC1)NCC1CCCO1 (stereo not drawn) | u | 22% | -3% | 3% | 5% | -24% | 3% | 2%[9.22 µM] | 13%
O=c1c2ccccc2nc2n1CCO2 | 29% | -10% | 17% | 23% | 4% | -3% | -4% | 2% | -1%
CC(C)CCNC(=O)C1CCN(S(=O)(=O)c2cccc3nsnc23)CC1 | 12% | -4% | 2% | -4% | -1% | x | x | 3% | x
Oc1ccc(Cl)cc1-c1cc(-c2cccc(Br)c2)n[nH]1 | 21µM* | u | -27% | 0% | -22% | 17% | -24% | u | -28%
O=C(O)CCN1C(=O)/C(=C/c2ccc(-c3nc4ccccc4s3)o2)SC1=S | 6% | 5% | -3% | 13% | -9% | -7% | 14% | 3% | 2%
NS(=O)(=O)c1ccc(N/N=C/c2ccc(O)c(O)c2O)c([N+](=O)[O-])c1 | 12% | -3% | u | -17% | 10% | -119%[inhibitor] | -14% | -16% | -14%
Cc1cc(NC(=O)CSc2nnc(-c3ccccc3Cl)o2)no1 | -2% | 6% | u | 34%[activator] | 16% | 11% | -30% | 8% | 0%
COC(=O)c1cc(=O)n(Cc2ccc(F)cc2)c(=Nc2ccccc2)s1 | u | 0% | -20% | u | -4% | -8% | -24% | -2% | -17%
S=c1[nH]nc(-c2cc(-c3ccccc3)n[nH]2)n1/N=C/c1c(Cl)cccc1Cl | 13% | 2% | u | 69%[activator] | 26% | u | -20% | -15% | -20%
CCNC(=O)C(=O)Nc1ccc(OC)c(Cl)c1 | -5% | u | -4% | 30% | 3% | 7% | 12% | -22% | 20%
COc1ccc(Nc2oc(COc3ccc(OC)cc3)nc2C#N)cc1 | 3% | 5% | -13% | 0% | 6% | 23% | -16% | 27% | -19%
CCCNC(=O)C1(C)CCN(Cc2ccc(Cl)c(Cl)c2)C1 (stereo not drawn) | 0% | 0% | 6% | u | -1% | x | -12% | -8% | -3%
CC(=O)NC(Cc1cccc(F)c1)C(=O)NC1CCN(C(=O)c2cccc(C)c2)CC1 (stereo not drawn) | 28% | 18% | 2% | 20% | -6% | -17% | 8% | 16% | -1%
CCn1c(SCC(=O)Nc2ccc3c(c2)OCCO3)nc2c(c1=O)SC(C)C2 (stereo not drawn) | 4.1µM* | -3% | 4% | -9% | 18% | -5% | 2% | -12% | 6%
O=C(CC1NCCc2ccccc21)Nc1cccc(Cl)c1 (stereo not drawn) | 5% | -14% | 2% | u | 8% | u | -16% | -14% | -26%
CCOC(=O)Cn1c(=NC(=O)c2cccs2)sc2cc(C(=O)OC)ccc21 | 10% | -3% | -7% | 10% | 3% | -3% | 7% | 2% | 3%
NC(=O)COC(=O)C12CC3CC(CC(O)(C3)C1)C2 | 5% | -2% | 3%[7.66 µM] | -19%[7.66 µM] | 1% | -5% | 15% | 12%[9.22 µM] | 17%

By substructure, the entries above with an aryl methoxy group
canonical_smiles | KB-V1 cytotox | KB-3-1 tox | HEK293 tox | GLP1R inv ag | GLP-1R agonist | SW480 rereplic | HT1080-NT tox | TDP-43 yeast inh | HT1080 IDH1KD tx
COc1cccc(Nc2nc(-c3ccc4c(c3)OCCO4)cs2)c1 | -8% | -17% | 19% | u | -3% | u | u | 17% | u
COc1ccc(-c2nnc(SCC(=O)Nc3ccc(F)cc3)s2)cc1 | 4% | -2% | 0% | 7% | x | x | x | 9% | x
COc1ccccc1/C=C/c1nc2ccc(OC(C)=O)cc2c(=O)o1 | u | 0% | 10% | 3% | -16% | 0%[9.22 µM] | 5% | 4% | 17%
COc1cc(NC(=O)c2ccc(CNc3c(N4CCOCC4)c(=O)c3=O)cc2)cc(OC)c1 | -7% | -10% | -7% | 11% | 4% | -22% | -13% | 20% | 3%
COc1ccc(C(=O)NCc2nnc(SCC(=O)c3ccccc3)n2C)cc1 | -2% | 11% | -2% | 32%[activator] | 2% | -7% | 0% | 22%[9.22 µM] | 10%
COc1ccc(C2CC(C(F)(F)F)n3ncc(C(=O)Nc4cccc(O)c4)c3N2)cc1OC (stereo not drawn) | 15% | 5% | -8% | 190%[activator] | 22% | -4% | 5% | -4% | -2%
CCNC(=O)C(=O)Nc1ccc(OC)c(Cl)c1 | -5% | u | -4% | 30% | 3% | 7% | 12% | -22% | 20%
COc1ccc(Nc2oc(COc3ccc(OC)cc3)nc2C#N)cc1 | 3% | 5% | -13% | 0% | 6% | 23% | -16% | 27% | -19%

Record cards, from the list above.
CCCNC(=O)C1(C)CCN(Cc2ccc(Cl)c(Cl)c2)C1 (stereo not drawn) as listed: KB-V1 cytotox = 0%; KB-3-1 tox = 0%; HEK293 tox = 6%; GLP1R inv ag = u; GLP-1R agonist = -1%; SW480 rereplic = x; HT1080-NT tox = -12%; TDP-43 yeast inh = -8%; HT1080 IDH1KD tx = -3%
CC(=O)NC(Cc1cccc(F)c1)C(=O)NC1CCN(C(=O)c2cccc(C)c2)CC1 (stereo not drawn) as listed: KB-V1 cytotox = 28%; KB-3-1 tox = 18%; HEK293 tox = 2%; GLP1R inv ag = 20%; GLP-1R agonist = -6%; SW480 rereplic = -17%; HT1080-NT tox = 8%; TDP-43 yeast inh = 16%; HT1080 IDH1KD tx = -1%

This is a random part of the collection; any-hit rate near 9.4%.
